High-throughput results (PubChem)
D3 ag: qHTS of D3 Dopamine Receptor Agonist: qHTS. D3R DiscoveRx beta-arrestin cells, luminescence, 90 min. max activation, %. 0.58% of 410,000 active. AID 652048, 2013; in the data active = max activation above about 30%; note: 0% is about no effect; mostly tested at two doses, the higher about 12 µM
Target sequence (P35462 whole entry, looked up): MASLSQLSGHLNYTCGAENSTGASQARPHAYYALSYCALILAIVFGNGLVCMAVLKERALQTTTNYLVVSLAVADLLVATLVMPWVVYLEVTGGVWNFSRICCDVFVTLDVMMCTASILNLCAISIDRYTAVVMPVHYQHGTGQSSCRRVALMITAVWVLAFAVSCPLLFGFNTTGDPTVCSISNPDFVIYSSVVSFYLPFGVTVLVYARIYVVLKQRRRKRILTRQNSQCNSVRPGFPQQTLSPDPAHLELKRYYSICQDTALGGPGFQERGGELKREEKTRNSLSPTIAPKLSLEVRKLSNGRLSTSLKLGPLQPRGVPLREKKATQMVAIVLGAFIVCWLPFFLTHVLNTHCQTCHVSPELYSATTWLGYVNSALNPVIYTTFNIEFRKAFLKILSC
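Agonist mode: compounds and dopamine controls were applied to plated cells for 90 min at 37 degrees C after an overnight attachment at 1500 cells/well. Luminescent read-out followed 30 - 60 minutes at room temperature with DiscoveRx detection reagent.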
IL-2 act: qHTS of IL-2 Activators | IL-2 activation reporter assay, cell-based qHTS; stimulated with anti-CD3/CD4/CD28 beads; in transgenic mouse T cells | activation, % (series mostly up to about 46 µM) | 0.065% of 360,000 active; in the data active = activation above about 50%; inconclusive = mostly about 30% to 49%; note: 0% is about no effect
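Using fluorescent plate cytometry, EGFP and DsRed are detected in transgenic mouse T cells stimulated 18 h at 37 degrees C with antibody-coated beads after 60 min compound pretreatment.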
GLP-1R inv ag: qHTS of GLP-1 Receptor Inverse Agonists (Inhibition Mode); Glucagon-like peptide 1 receptor (Homo sapiens), P43220; HEK293 GLP-1R CRE-luciferase, luminescence, 24 h; GLP-1R form is constitutively active; Potency, µM (series often up to 38.3 µM), without a hit: at the top dose activity change, negative = inhibition, usual class: inhibitors; 1.6% of 410,000 active; AID 624417, 2012; note: potency is the fitted concentration of half-maximal effect; % is set by controls: 0 for no effect and ±100 for the full control effect; nearly all actives have a fitted effect of over 55% in size
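GLP-1R inverse agonism mode: basal reporter luminescence in engineered HEK293 cells measured after one day of compound exposure at 37 deg C, with a 12 min room-temperature detection step.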
PI5P4Ka inh: qHTS for Inhibitors of phosphatidylinositol 5-phosphate 4-kinase (PI5P4K) | Phosphatidylinositol 5-phosphate 4-kinase type-2 alpha (Homo sapiens), P48426 | PI5P4Kalpha enzyme, ADP-Glo luminescence, 60 min; hits give low values | max response, % | 1.2% of 330,000 active | AID 652105, 2013; active = max response of -50% or lower; inconclusive = between -30% and -50%; inactive = -30% or higher; note: value at the top dose of about 77 µM; % is set by controls: 0 for no effect and ±100 for the full control effect
Target sequence (P48426 whole entry, looked up): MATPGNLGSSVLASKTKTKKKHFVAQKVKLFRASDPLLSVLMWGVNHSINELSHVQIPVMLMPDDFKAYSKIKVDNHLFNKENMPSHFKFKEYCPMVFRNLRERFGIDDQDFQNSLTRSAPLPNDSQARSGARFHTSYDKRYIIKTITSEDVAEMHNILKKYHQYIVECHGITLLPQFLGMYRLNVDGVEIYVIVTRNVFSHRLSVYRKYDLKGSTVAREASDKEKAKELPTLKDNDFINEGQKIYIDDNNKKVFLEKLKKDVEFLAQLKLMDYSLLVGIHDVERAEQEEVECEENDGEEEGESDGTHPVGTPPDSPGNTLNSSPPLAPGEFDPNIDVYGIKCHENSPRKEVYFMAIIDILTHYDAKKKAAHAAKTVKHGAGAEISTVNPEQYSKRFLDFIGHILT
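Enzyme plus substrate dispensed, test compounds pinned in, then ATP (5 microM final) added. After 60 min at RT, ADP-Glo reagent 1 for 45 min and reagent 2 for 30 min preceded luminescence imaging.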
PLK1 PBD block: qHTS for Inhibitors of PLK1-PDB (polo-like kinase 1 - polo-box domain): Primary Screen. AID 720504, 2013. 2.8% of 360,000 active. Potency, µM, without a hit: max response, negative = inhibition, hits mostly inhibitors. Plk1 PBD binding of FITC phosphopeptide, fluorescence polarization. Serine/threonine-protein kinase PLK1 (Homo sapiens), P53350; note: potency is the fitted concentration of half-maximal effect; series mostly up to about 57 µM; % is set by controls: 0 for no effect and ±100 for the full control effect; nearly all actives have a fitted effect of over 65% in size
D3 antag: qHTS of D3 Dopamine Receptor Antagonist: qHTS. D(3) dopamine receptor (Homo sapiens), P35462. D3R cells, DiscoveRx beta-arrestin luminescence, antagonist mode; hits give low values. max response, negative = inhibition, %. 2.5% of 360,000 active; in the data active = max response below about -50%; inconclusive = no clear call, values can overlap the other calls; note: % is set by controls: 0 for no effect and ±100 for the full control effect; mostly tested at two doses, the higher about 12 µM
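Cells plated overnight at 1500 cells/well, then exposed to library compounds with dopamine controls for 90 minutes at 37 degrees C. DiscoveRx reagent added for 30–60 minutes at room temperature; luminescence read, quantitative HTS format.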
GLP1R ag: qHTS of GLP-1 Receptor Agonists; Glucagon-like peptide 1 receptor (Homo sapiens), P43220; HEK293 GLP-1R CRE-luciferase, luminescence, 4-6 h; cells express a hypersensitive GLP-1R form; Potency, µM (series often up to 45.6 µM), for the others: top-dose activation, hits mostly activators; 0.007% of 380,000 active; AID 624172, 2012; note: potency is the fitted concentration of half-maximal effect; % of control where 0% means no effect
GLP1R cytotox: qHTS of GLP-1 Receptor Inverse Agonists: Cytotox Screen. HEK293 cAMP-luciferase reporter cells, luminescence, 24 h. Potency, µM (top dose mostly 38.3 µM), for inactives: at the top dose activity change, negative = inhibition, actives largely listed as inhibitors. 0.13% of 410,000 active. AID 624418, 2012;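 note: loss of luciferase light is scored as toxicity; potency is the fitted concentration of half-maximal effect; % is set by controls: 0 for no effect and ±100 for the full control effect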
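Cells in DMEM/10% Nu serum/1% pen-strep, 1536-well format. Pre-incubated 12 h, dosed with 23 nL compound, incubated a further 24 h. Luciferase detection, 12 min at room temp, luminescence.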
WRN inhibitor: qHTS for Inhibitors of WRN Helicase. Bifunctional 3'-5' exonuclease/ATP-dependent helicase WRN (Homo sapiens), Q14191. WRN helicase unwinding, fluorescent forked duplex, kinetic. Potency, µM (highest dose often 114 µM), for the others: at the highest dose activity change, negative = inhibition, most hits filed as inhibitors. 0.46% of 360,000 active; note: potency is the fitted concentration of half-maximal effect; % is set by controls: 0 for no effect and ±100 for the full control effect; nearly all actives have a fitted effect of over 55% in size
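WRN at 20 nM final preincubated with compound 15 min at room temperature; reaction started with 100 nM fluorophore/quencher forked duplex oligonucleotide and 2 mM ATP final. Unwinding followed kinetically by red fluorescence (ex 525, em 598 nm).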
* marks the source's active call; other numbers are inactive results; ? = inconclusive; . = no result given; & = joins results of further samples; [ ] = dose if it differs, or a comment. Unless noted, calls come from the whole dose curve; as a rule, active = well fitted curve in the direction sought with a large enough effect; inconclusive = small, poorly fitted or top-dose-only effect, or another doubt; inactive = no such curve, though single readings can be large; an effect the other way counts as inactive or inconclusive.

SMILES	D3 ag	IL-2 act	GLP-1R inv ag	PI5P4Ka inh	PLK1 PBD block	D3 antag	GLP1R ag	GLP1R cytotox	WRN inhibitor
CCCn1c(SCC(=O)N2CCOCC2)nnc1-c1ccncc1	1	0.9	-8%	1	-1%	1	-1%	-19%	-3%
CCc1ccc(OCC2c3cc(OC)c(OC)cc3CCN2C(=O)c2ccc(S(=O)(=O)N3CCCC3)cc2)cc1 (stereo not given)	1	.	-4%	.	.	.	10%	-4%	.
CC(C)c1ccc(C(=O)NCCCN(C)C)cc1	-6	0.1	-9%	5	-9%	-3	10%	16%	5%
Cc1csc(=O)n1CCC(=O)OCC(=O)NNC(=O)c1ccc(Cl)cc1	3	-0.4	-4%	-1	?	-28	1%	10%	-2%
[N-]=[N+]=NC[C@H](Cc1ccccc1)N1CC[C@@H](NC(=O)OCc2ccccc2)CCC1=O	-23	-4.0	?	-4	-8%	?	0%	8%	-3%
COc1ccccc1N1CCN(C(=O)c2cccc(Oc3ccccc3)c2)CC1	0	0.3	?	-1	8%	16	5%	-9%	-1%
COc1ccccc1CNC(=O)Cn1cc2c(n1)CCCC2	1	-2.2	10%	-3	-5%	13	6%	-9%	-2%
Cc1cccc[n+]1CC(=O)c1ccc2c(c1)OCCO2	7	0.2	-7%	-20	27µM*	8	4%	-3%	2%
CC12CCC(=O)C=C1CCC1C2CCC2(C)C(C(=O)CO)CC(O)C12 (stereo not given)	2	0.2	8%	-1	1%	-9	-5%	0%	-7%
CCOC(=O)C(Cc1ccccc1)C(=O)Nc1ccc(NC(=O)C(Cc2ccccc2)C(=O)OCC)cc1 (stereo not given)	2	-2.6	17%	-5	-1%	2	-22%	-9%	-5%[57.1 µM]
CC(C)(C)C(=O)NC(c1ccccc1)c1c(O)ccc2ccccc12 (stereo not given)	-1	-4.1	?	0	-4%	-3	3%	-3%	2%
COc1ccc(C2/C=C\CN(C(=O)c3ccc(C)cc3)[C@H](Cc3ccccc3)C(=O)N2Cc2ccc(F)cc2)cc1 (stereo not given in full)	2	-0.6	10µM*	15	0%	-19	0%	-8%	0%
CCN1C[C@@H]2[C@@H]3C(=O)N(C)C(=O)[C@@H]3[C@](C)(C1=O)N2C(=O)c1ccc(C(F)(F)F)cc1	-33	0.4	5%	-3	-9%	-2	2%	-18%	12%
CCC(C(=O)Nc1cccc(OC)c1)n1nc(C)c2c(C)n(-c3ccccc3)nc2c1=O (stereo not given)	8	-3.2	-1%	1	-15%	2	6%	-14%	0%
CCC(=O)Nc1ccc2c(c1)nc(CN1CCCCC1)n2C	-7	1.0	1%	2	-8%	-1	7%	-18%	1%
CCOC(=O)c1oc2ccccc2c1COC(=O)CNC(=O)c1cc(OC)c(OC)c(OC)c1	9	2.7	39%	-2	-10%	0	30%	0%	-10%
CC(C)(C)c1csc(Sc2ncccc2[N+](=O)[O-])n1	2	-0.7	?	7	-4%	8	-3%	3%	-10%
Cc1ccc(C)c(NC(=O)Cc2coc3cc4c(cc23)CCC4)c1	-9	-3.9	-6%	1	-11%	-18	0%	-5%	-26%
COc1ccc([C@H]2CC(=O)C=C(c3cc(C)ccc3F)C2)cc1	-5	-1.1	-9%	1	0%	-23	10%	5%	-4%
COc1ccc(C2C(C(=O)Nc3ccc(C)cc3C)=C(C)Nc3nc(SCc4cccc(C)c4)nn32)c(OC)c1 (stereo not given)	-16	.	11%	.	.	.	-1%	-1%	.
O=C(c1cccs1)N1CCN(C2CCN(Cc3ccccc3)CC2)CC1	0	-2.1	-2%	8	-3%	-23	2%	4%	13%
CCOC(=O)Cc1c(Cl)c2ccccc2[nH]c1=O	8	0.3	3%	-1	-2%	7	17%	-7%	-7%
CC(C)(C)c1ccc(/C=C/C(=O)Nc2nncs2)cc1	-2	-1.8	33%[activator]	-1	-6%	-5	1%	6%	2%
N#CC1=C(N)Oc2cc(O)ccc2C1c1ccncc1 (stereo not given)	6	0.9	0%	-29	-21%	13	-8%	152%[activator]	0%
COc1cccc(C(=O)NN2CC(O)=C(c3nc4ccccc4s3)C2=N)c1	-4	0.1	2%	2	4%	-5	-7%	7%	-15%
CCCCCCCn1ccc(O)c(CC(=O)OC)c1=O	-11	-5.3	6%	-3	-9%	-15	2%	1%	-24%
C[C@@H]1CN([C@H](C)CO)C(=O)CCCn2cc(nn2)CO[C@H]1CN(C)C(=O)c1ccncc1	-6	0.6	23%	-3	-28%	-11	-1%	-3%	3%
C[n+]1cn(Cc2cc(Cl)ccc2OC(F)F)c2ccccc21	-1	-1.1	1%	0	-7%	3	1%	-17%	5%
COc1cccc(NC(=O)NCc2cccn2C)c1	2	0.8	-26%	0	-2%	16	-15%	-2%	-5%
CC1=C(C(=O)N2CCOCC2)C(c2ccc(O)cc2)NC(=S)N1 (stereo not given)	5	0.0	16%	1	-8%	0	-13%	1%	6%

As entered above.
COc1cccc(C(=O)NN2CC(O)=C(c3nc4ccccc4s3)C2=N)c1 @ D3 antag = -5
CCOC(=O)Cc1c(Cl)c2ccccc2[nH]c1=O @ D3 ag = 8
CCOC(=O)c1oc2ccccc2c1COC(=O)CNC(=O)c1cc(OC)c(OC)c(OC)c1 @ IL-2 act = 2.7

(more compounds)
SMILES	D3 ag	IL-2 act	GLP-1R inv ag	PI5P4Ka inh	PLK1 PBD block	D3 antag	GLP1R ag	GLP1R cytotox	WRN inhibitor
CC(C)Nc1nc(Cl)nc(NC2CCCCC2)n1	5	0.1	?	4	-2%	1	19%	-15%	-1%
COc1cccc(OCc2cc(C(=O)NCCN3CCCCC3CO)no2)c1 (stereo not given)	1	-1.0	-24%	9	7%	-2	-25%	3%	-4%
CCC(O)(CC)C(=O)N=Nc1c(O)[nH]c2ccccc12	2	0.2	18%[7.66 µM]	3	6%	-3	-1%	5%[7.66 µM]	9%
O=C1/C(=C/c2ccc(N3CCOCC3)o2)SC(=Nc2ccccc2)N1CCc1c[nH]c2ccccc12	-9	12	1.1µM*	?	27%	-69*	-53%[inhibitor]	?	-15%
Cc1cc(C)cc(NCC(=O)Nc2c(C)cccc2C)c1	4	-2.9	?	2	-5%	-8	-6%	1%	10%
COc1cccc(CN2CCN(c3nc4nonc4nc3NC3CC3)CC2)c1	2	-2.9	?	9	-13%	2	8%	-17%	-10%[57.1 µM]
CC1CCN(S(=O)(=O)c2cccc(-c3nnc(-c4cccnc4)o3)c2)CC1	0	6.9	45%[activator]	-25	15µM*	-14	2%	2%	-2%
COc1ccc(CC(=O)Nc2ccccc2C(=O)N2CCOCC2)cc1	3	-0.3	4%	2	-3%	-20	0%	-7%	4%
COc1cc(CNc2ccc3[nH]c(=O)[nH]c3c2)ccc1OCc1ccccc1F	8&-5	1.1	36%&4%[activator]	-1	-3%	29	33%	-16%&-14%	-1%
CCN(CC)c1ccc(/C=N/NC(=O)c2cc3ccccc3[nH]2)cc1	1	-1.5	?	-4	5%	2	14%	-20%	1%
O=C(Nc1ccc(N2CCOCC2)c(S(=O)(=O)Nc2ccccc2Cl)c1)c1ccc(F)cc1	-8	-0.7	10µM*	-12	-6%	17	1%	-6%	-34%
COc1ccc(OC)c(NC(=O)N2CCCC(C(=O)c3ccccc3OC)C2)c1 (stereo not given)	-8	-1.6	-12%	3	-13%	-22	6%	6%	-6%
Cc1cc(C)cc(CC(CC(=O)Nc2ccc(Cl)cc2)C(=O)O)c1 (stereo not given)	4	0.5	-21%	1	5%	-3	-5%	-17%	7%
CC(C)OC(=O)c1c(NC(=O)CCn2nnc3ccccc32)sc2c1CCCC2	12	1.1	0%	-5	?	36	-5%	3%	-4%
COc1ccc(OC)c(NC(=O)Cn2ccc3ccccc3c2=O)c1	-4	.	2%	.	.	.	2%	2%	.
COc1ccc(OC)c(N/C=C2/CCCCC2=O)c1	7	-0.3	9%	.	1%	6	19%	2%	-5%
CN=C(Nc1cc(C)nn1CCC#N)c1ccccc1F	-8	-2.5	8%	.	-7%	-16	5%	24%	-1%
COc1ccc2oc(C(=O)NCc3ccco3)c(C)c2c1	3	-0.6	11%	-6	-17%	1	26%	1%	-1%
CCOC(=O)N1CCN(C(=O)Nc2ccc3oc(C)nc3c2)CC1	7	-0.8	2%	.	-5%	0	-4%	6%	-5%
Cc1cc(C)cc(NC(=O)N2CCC(C(=O)c3ccc(F)cc3)CC2)c1	3	0.4	?	5	-7%	-5	6%	-20%	-4%[57.1 µM]
Cc1cc(-c2nnc(SCC(=O)Nc3c(C)cccc3C)n2N)n[nH]1	-2	-0.7	0%	2	-1%	2	0%	-2%	2%
CC12COC3(C(=O)Nc4cccnc4)CC1CCC32C (stereo not given)	2	-0.3	1%	-2	-2%	-14	-6%	0%	-6%
NC(=O)Cn1c(S(=O)(=O)Cc2ccccc2)nc2ccccc21	-1	-0.3	3%	-4	0%	-5	-9%	-4%	-9%[57.1 µM]
O=C1C2C3C=CC(C3)C2C(=O)N1CNc1ccccn1 (stereo not given)	3	1.1	2%	9	-1%	11	-17%	-26%	0%
COc1cc(OC)nc(Oc2ccc(NC(C)=O)cc2)n1	-2	0.0	20%	0	1%	10	2%	-1%	0%[57.1 µM]
O=C(CCCn1c(=O)[nH]c2cc(Cl)ccc2c1=O)N1CCN(c2ccc([N+](=O)[O-])cc2)CC1	1	0.2	13%	0	-5%	6	-2%	-10%	-1%
